From PubChem
ALDH1A1 block – blocks purified human ALDH1A1 activity; P00352; Purified ALDH1A1, NADH fluorescence, propionaldehyde substrate; Potency, µM (titrated, usually from 75.3 µM), inactives show top-dose activity, negative = inhibition, most hits filed as inhibitors; 7.3% of 220,000 active; active = well fitted inhibition curve with a large enough effect, not every such curve was filed as active; inconclusive = small, poorly fitted or top-dose-only effect, or another doubt; inactive = no such curve, though single readings can be large or run the other way;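 also: plate controls were no enzyme wells and a reference inhibitor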
TRb-SRC2 inh – inhibitors of human thyroid hormone receptor beta-SRC2 interaction; P10828; TRbeta-SRC2 peptide binding, fluorescence polarization; receptor liganded with 1 µM T3; Potency, µM (titrated, usually from 106 µM), inactives show top-dose activity change, negative = inhibition, most hits filed as inhibitors; 0.065% of 280,000 active; AID 1469;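 also: plate controls were bound peptide for no effect and peptide without receptor for full effect; nearly all actives have a fitted effect of over 50% in size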
Target sequence (P10828 whole entry, looked up): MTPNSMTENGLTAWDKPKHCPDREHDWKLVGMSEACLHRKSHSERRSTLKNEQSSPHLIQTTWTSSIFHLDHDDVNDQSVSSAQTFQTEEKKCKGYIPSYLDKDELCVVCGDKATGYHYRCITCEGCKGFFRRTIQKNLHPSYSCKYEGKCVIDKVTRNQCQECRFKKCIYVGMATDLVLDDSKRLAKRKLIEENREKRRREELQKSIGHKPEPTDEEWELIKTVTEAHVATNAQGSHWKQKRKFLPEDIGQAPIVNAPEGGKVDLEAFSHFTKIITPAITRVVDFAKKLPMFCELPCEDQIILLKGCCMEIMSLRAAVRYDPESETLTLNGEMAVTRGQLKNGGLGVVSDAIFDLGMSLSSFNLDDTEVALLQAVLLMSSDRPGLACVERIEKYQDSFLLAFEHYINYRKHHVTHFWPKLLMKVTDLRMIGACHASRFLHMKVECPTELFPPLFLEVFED
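A fluorescence polarization screen tested compounds at multiple concentrations against complex formation between 0.6 uM TRb ligand-binding domain and 20 nM Texas Red SRC2 peptide, with 1 uM T3 present; readout after 5 hr.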
JMJD2E inh – blocks human JMJD2E demethylase activity | JMJD2E catalytic domain, FDH-coupled NADH fluorescence (FDH is formaldehyde dehydrogenase) | B2RXH2 | 1.6% of 230,000 active | Potency, µM (doses to about 57.1 µM), for inactives: top-dose activity change, negative = inhibition, hits mostly inhibitors; active = well fitted inhibition curve with a large enough effect, not every such curve was filed as active; inconclusive = small, poorly fitted or top-dose-only effect, or another doubt; inactive = no such curve, though single readings can be large or run the other way;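 also: 0% = wells with enzyme and -100% = buffer wells without enzyme; nearly all actives have a fitted effect of over 50% in size; many of its hits are not listed in these tables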
Target sequence (B2RXH2 1-337 limits assumed): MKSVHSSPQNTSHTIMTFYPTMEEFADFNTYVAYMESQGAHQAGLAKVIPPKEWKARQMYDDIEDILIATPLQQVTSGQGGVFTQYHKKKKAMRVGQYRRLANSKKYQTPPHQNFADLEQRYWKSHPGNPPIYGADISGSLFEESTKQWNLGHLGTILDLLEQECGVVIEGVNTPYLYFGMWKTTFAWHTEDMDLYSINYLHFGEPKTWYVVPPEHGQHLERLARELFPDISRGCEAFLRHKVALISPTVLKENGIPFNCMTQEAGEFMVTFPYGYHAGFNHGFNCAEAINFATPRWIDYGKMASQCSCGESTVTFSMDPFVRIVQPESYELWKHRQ
RECQ1 helicase – blocks DNA unwinding by human RECQ1; 0.54% of 240,000 active; RECQ1 DNA unwinding, red fluorescence kinetic read; P46063; Potency, µM (series often up to 57.3 µM), inactives show at the top dose activity, negative = inhibition, hits mostly inhibitors;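 also: plate controls were vehicle for no effect and no enzyme for full effect; nearly all actives have a fitted effect of over 30% in size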
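RECQ1T1 50 nM; forked duplex (20 bp + 30-nt ss tails) 200 nM, ATP 2 mM final; pH 8.0, 2 mM MgCl2, 2.5 ug/ml poly(dI-dC); 15 min compound preincubation; discontinuous kinetic read over 2 h at RT.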
Lamin A splicing – modulators of lamin A splicing; HeLa LMNA splicing GFP/RFP minigene ratio, 48 h; Potency, µM (highest dose often 46.1 µM), for inactives: top-dose ratio change, negative = inhibition, hits mostly inhibitors; 0.01% of 200,000 active; active = well fitted inhibition curve with a large enough effect in the signal ratio, with a control signal flat, not every such curve was filed as active; inconclusive = small, poorly fitted or top-dose-only effect, or effect the other way, or a change in a side signal; the % refers to the signal ratio; also: % is scaled to controls: 0 for no effect and ±100 for the full control effect
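S3 HeLa stable clones carrying a lamin A-EGFP splicing minigene plus DsRed2 were seeded at 600 cells/well in Opti-MEM with 2% FBS, pin-dosed and incubated 48 h at 37°C. Acumen cytometry (488 nm) gave the GFP/RFP total-intensity ratio.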
TR SRC2 fluor cs – counter-screen for TRb-SRC2 inhibitors: fluorescence interference; TRb/SRC2 Texas Red total fluorescence interference; 0.29% of 280,000 active; Potency, µM (highest dose often 106 µM), inactives show top-dose fluorescence change, negative = quenching; active = well fitted curve in either direction with a large enough effect; inconclusive = small, poorly fitted or top-dose-only effect; also: % is scaled to controls: 0 for no effect and ±100 for the full control effect
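Flags fluorescent or light-absorbing compounds by total fluorescence, S + 2P, at 555 nm excitation and 632 nm emission. Mixture: 20 nM Texas Red SRC2 peptide, 0.6 uM human TRb LBD, 1 uM T3, 5% DMSO; compound exposure 5 h at ambient temperature.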
RGS12 GoLoco inh – RGS12 GoLoco-Gai1 interaction inhibition. P63096. Gai1:RGS12 GoLoco peptide FP, rhodamine, 10 min. Potency, µM (series often up to 61.6 µM), without a hit: at the highest dose activity, negative = inhibition, hits mostly inhibitors. 0.44% of 230,000 active. AID 880; active = well fitted inhibition curve with a large enough effect, not every such curve was filed as active; inactive = no such curve, though single readings can be large or run the other way; also: % is scaled to controls: 0 for no effect and ±100 for the full control effect; nearly all actives have a fitted effect of over 30% in size; many of its hits are not listed in these tables
SMN2 splice enh – SMN2 splice variant enhancement; Potency, µM (highest dose often 46.1 µM), for inactives: at the highest dose activity change, positive = activation, actives largely listed as activators; 2.8% of 210,000 active; AID 1458; HEK293 SMN2-luciferase splicing reporter, luminescence, 30-36 h; also: % of control where 0% means no effect; nearly all actives have a fitted effect of over 55% in size
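qHTS luciferase splicing reporter: luminescence rises when SMN2 exon 7 is included in transfected HEK293 cells. Compound exposure lasted 30-36 h at 37C, with 4.5 mM final sodium butyrate as control, followed by a ONE-Glo read.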
* marks the source's active call; other numbers are inactive results; i = inactive; ? = inconclusive; / = no result given; [ ] = remark or other dose. Unless noted, calls follow the shape of the dose curve; as a rule, active = well fitted curve in the direction sought with a large enough effect; inconclusive = small, poorly fitted or top-dose-only effect, or another doubt; inactive = no such curve, though single readings can be large; an effect the other way counts as inactive or inconclusive. Potency is read from the fitted curve at half-maximal effect. These rows are one share of the data; count on the stated rates, not on these rows.

Structure | ALDH1A1 block | TRb-SRC2 inh | JMJD2E inh | RECQ1 helicase | Lamin A splicing | TR SRC2 fluor cs | RGS12 GoLoco inh | SMN2 splice enh
O=C1CCC(=O)N1OCCOc1ccc(Cl)c2ccccc12 | 2% | 1% | 3% | i | 5%[46 µM] | -2% | 2% | 7%
Cc1ccc(S(=O)(=O)Cn2nnnc2C(C(C)C)N2CCSCC2)cc1 (stereo not given) | -4% | -13% | -5% | -3% | 10% | 3% | 4% | -13%
CCCN(CCC)CC(=O)NCC1(c2ccccc2)CCOCC1 | -2% | -7% | 7% | 0% | -4% | -2% | -10% | 4%
Cc1cc(C)n(-c2nc(NCC(C)O)c3c4c(sc3n2)CCCC4)n1 (stereo not given) | ? | 17% | ? | -2% | 0% | 0% | 9% | -34%[inhibitor]
COc1ccc(CNC(=O)COC(=O)CCCOc2ccc(Cl)cc2Cl)cc1 | 18% | 7% | -1% | 2% | -8% | -1% | 7% | -13%
COc1ccc2c(c1)NC(c1ccc(N(C)C)cc1)c1cccn1-2 (stereo not given) | ? | 0% | ? | -25% | / | -4% | 101%[activator] | /
CCOc1ccccc1C1C(C#N)=C(N)Oc2cc(C)n(C)c(=O)c21 (stereo not given) | -3% | 6% | -7% | -3% | -3% | -3% | 9% | 0%
CSc1ncc(CN2CCc3c([nH]c4ccccc34)C2c2cccc(C)n2)cn1 (stereo not given) | / | 0% | 0% | -7% | / | -3% | 10% | /
Cc1ccc(C(=O)N/N=C/c2cccc(OC(=O)/C=C/c3ccco3)c2)cn1 | ? | 2% | -18% | ? | -5%[9.22 µM] | -2% | 13% | /
COCCN(CCOC)Cc1c(C)[nH]c2ccccc2c1=O | 2% | 4% | -1% | -7% | ? | -4% | -9% | -13%
COc1ccc(OCC(=O)Nc2ccc(N3CCC(C)CC3)cc2)cc1 | 9% | 3% | 1% | 9% | -16%[46 µM] | -2% | 20% | -4%
NS(=O)(=O)c1ccc(CNS(=O)(=O)c2ccc(Cl)nc2)cc1 | 22µM* | -1% | 4% | 7% | / | -1% | 9% | 17%

Just JMJD2E inh and SMN2 splice enh (2 entries from above):
Compound,JMJD2E inh,SMN2 splice enh
COCCN(CCOC)Cc1c(C)[nH]c2ccccc2c1=O,-1%,-13%
CSc1ncc(CN2CCc3c([nH]c4ccccc34)C2c2cccc(C)n2)cn1 (stereo not given),0%,/

(cont.)
Structure | ALDH1A1 block | TRb-SRC2 inh | JMJD2E inh | RECQ1 helicase | Lamin A splicing | TR SRC2 fluor cs | RGS12 GoLoco inh | SMN2 splice enh
Cc1cc(/C=C2/C(=N)N3C(=NC2=O)SN=C3S(C)(=O)=O)c(C)n1-c1ccccc1 | ? | 6% | -27% | ? | / | 1% | 14% | 16µM*
CCOC(=O)c1cccc(N2C(=O)Nc3ccccc3N2O)c1 | -8% | 1% | -5% | 5% | -4% | -1% | 4% | 18%
Cc1nc(-c2nc(-c3c(C(=O)NNC(=O)Nc4cccc(Cl)c4)noc3C)cs2)cs1 | / | 0% | 3% | -10% | / | -4% | 5% | /
Cc1csc(NC(=O)CSc2nnc(-c3ccoc3C)o2)n1 | ? | 3% | 1% | -12% | -1% | -11% | 52%[activator] | 11µM*
CCn1cc(CN2CCN(Cc3ccsc3)C(CCO)C2)cn1 (stereo not given) | 6% | -3% | 0% | i | ? | -1% | 4% | /
C=CCn1c(O)c(N=NC(=S)Nc2cccc(C)c2)c2ccccc21 | -6% | -10% | 1% | 5% | ? | -4% | -4% | -68%[inhibitor]
COc1cc(/C=C/C(=O)OCC(=O)NC(=O)NC(C)(C)C)cc(OC)c1OC | -9% | 2% | ? | i | 6%[46 µM] | 0% | 5% | 11%
O=C(COc1ccccc1O)NNc1ccccc1 | -4% | -5% | -3% | -2% | -22% | 0% | -5% | -42%[inhibitor]
CC1C(C#N)=C(N)OC2=C1C(=O)CC(c1ccccc1)C2 (stereo not given) | ? | -4% | -9% | 4% | / | -4% | 74%[activator] | 15%
Cc1cccc(NC(=O)c2sc(NC(=O)COc3ccccc3)c(C#N)c2C)c1C | 6% | 3% | 1% | 0% | -8% | -2% | 6% | 0%
Cn1c(=O)n(C)c2cc(/C=N/NC(=O)c3ccncc3)ccc21 | ? | -10% | -18% | 0% | / | -1% | 9% | -45%[inhibitor]
CC(=O)Nc1cc(-c2nn3c(C)nnc3s2)ccc1C | ? | 4% | -26% | 5% | -2% | 4% | 1% | -10%
O=C(NCc1ccc(F)cc1)C1CCCN(C(=O)Nc2ccccc2)C1 (stereo not given) | 3% | 1% | -3% | -7% | 1% | -4% | 3% | -16%
CCOC(=O)C1(Cc2cccc(OC)c2)CCN(Cc2cnc(N)nc2)CC1 | 2% | -2% | 0% | i | / | 3% | 1% | /
O=C(NCC1CCCCC1)c1nnc(C(=O)NCC2CCCCC2)c2c1[nH]c1ccccc12 | -11% | -2% | -4% | 5% | / | -1% | -1% | -2%
CC(C)(CN1CCc2ccccc2C1)NS(=O)(=O)c1ccccc1 | / | -7% | ? | -11% | / | -2% | -4% | /
O=C(CN(CCc1ccccc1)S(=O)(=O)c1ccc(Cl)cc1)N/N=C/c1ccc2c(c1)OCO2 | ? | 2% | -4% | -1% | -13% | -1% | -3% | -23%
CCCCCCNC(=O)Cc1c(O)c2ccccc2[nH]c1=O | ? | -21% | ? | -10% | -6% | -2% | 19% | 1%
CC1=Nc2cc(C(=O)NCCCOC(C)C)ccc2Sc2ccc(C)cc21 | -7% | -7% | 6% | -11% | / | -3% | 11% | -29%
Cc1cccc(NC(=O)CC2C(=O)NCCN2C(=S)Nc2ccccc2)c1 (stereo not given) | -7% | -2% | -1% | -2% | -6% | -4% | -7% | -10%
Cc1ccc(S(=O)(=O)NC(C)C(c2cccs2)N2CCN(c3ccccc3)CC2)cc1 (stereo not given) | ? | 0% | -6% | -9% | ? | -1% | 3% | -31%[inhibitor]
O=C(CCCCCN1C(=O)c2ccccc2C1=O)NCc1ccccn1 | -8% | 4% | ? | -4% | -5% | 4% | -4% | -2%
O=C(NC1CC1)C1CC(=O)N(C2CCCCC2)C1 (stereo not given) | 0% | -5% | 3% | i | 6% | -2% | 3% | 7%
CC(=O)N1CCN(c2ccc(NC(=O)c3ccc(C(C)(C)C)cc3)cc2)CC1 | 7% | -2% | 1% | -1% | -17% | -2% | -22% | -23%
Cc1nnsc1NC(=O)OCc1ccc(C(F)(F)F)cc1 | 11% | -2% | 2% | -7% | 11%[0.0737 µM] | 1% | 9% | -24%
Cc1c(NC(=O)c2cnn3c2NC(c2ccccc2)CC3C(F)(F)F)c(=O)n(-c2ccccc2)n1C (stereo not given) | 15% | -11% | -2% | 2% | 4% | 0% | -12% | -1%
O=C(NC(=S)NCC1CCCO1)c1cccs1 (stereo not given) | -6% | 0% | 2% | -7% | 10% | 0% | 4% | 8%
CN(C(=O)Cn1cccc1C1=NC(c2ccccc2)CO1)c1ccccc1 (stereo not given) | -1% | 0% | 2% | -4% | 7%[9.22 µM] | -1% | -7% | -25%
Cn1c(N)c(C(=O)COC(=O)CCOc2ccc(C(C)(C)C)cc2)c(=O)n(C)c1=O | -11% | -1% | -6% | i | 9%[46 µM] | 0% | -2% | 9%
O=C(/C=C/c1ccccc1)Nc1ccc2c(c1)OCCO2 | ? | 7% | -9% | i | -18%[46 µM] | -3% | 7% | 1.1µM*
Cc1ccc(S(=O)(=O)NNC(=O)CCC(=O)Nc2ccccc2)cc1 | 5% | 1% | 4% | 0% | -2% | 2% | 6% | -6%
COc1ccc(CC(=O)NNc2ncnc3c2cnn3-c2ccc(C)cc2)cc1OC | 0% | 7% | 0% | 5% | -7% | -1% | 2% | -1%
CC(C)(C)Sc1ccc([N+](=O)[O-])cc1C(=O)Nc1ccncc1 | / | -2% | -5% | -2% | / | -5% | 9% | /
O=C(c1ccccc1F)N1CCCC(C(=O)N2CCc3ccccc3C2)C1 (stereo not given) | / | 1% | -2% | -2% | / | 1% | -8% | /
O=C(/C=C/c1ccccc1)NCCSCc1ccccc1Cl | 2.2µM* | -1% | -8% | -19% | ? | -2% | 13% | -16%
O=C(Cn1nnc(-c2ccc(OCc3ccccc3F)cc2)n1)N1CCOCC1 | -5% | 2% | 2% | i | -3% | 2% | 6% | 13%
Cc1onc(-c2ccc(Cl)cc2)c1-c1ccnn1S(=O)(=O)c1cccc(C(F)(F)F)c1 | 3% | 0% | -5% | -14% | -1%[46 µM] | -5% | 5% | /
CCc1ccc(N(C(=O)c2csnn2)C(C(=O)NC(C)(C)C)c2ccncc2)cc1 (stereo not given) | ? | -14% | 5% | 3% | 10% | 0% | 0% | -1%
COCc1nnc(NC(=O)c2sc3ccccc3c2Cl)s1 | ? | -2% | -1% | 8% | -10% | -4% | 7% | 8%
NC(=O)C1CCN(C2OC(=O)c3ccccc32)CC1 (stereo not given) | -6% | -16% | 4% | -3% | -1% | 0% | -10% | -5%
CN(CC(=O)OCC(=O)c1c(N)n(C)c(=O)n(C)c1=O)S(=O)(=O)c1ccc(Cl)cc1 | 7% | 3% | 11% | 0% | -14% | 0% | / | /
CCC(c1nnnn1C1CCCC1)N1CCN(Cc2ccccc2)CC1 (stereo not given) | 14µM* | -4% | -2% | -5% | -2% | -1% | 1% | -11%
CCOc1ccccc1NC(=O)NC1(C(=O)N2CCN3CCCC3C2)CCCCC1 (stereo not given) | 6% | 5% | 0% | 2% | 6% | 0% | 10% | -13%
CN(c1ccccc1C(=O)Nc1cccc(C(F)(F)F)c1)S(C)(=O)=O | 7% | -13% | -2% | i | 6% | 3% | -5% | 13%
COc1ccc2c(C)nc(Nc3nc(C)c(C)c(=O)[nH]3)nc2c1 | ? | 6% | -3% | 2% | ? | 1% | 7% | 3%
COc1ccccc1N1CCN(C(=O)C2C3C=CC4(CN(Cc5ccccc5Cl)C(=O)C24)O3)CC1 (stereo not given) | -1% | -1% | 4% | 12% | 12% | 0% | -4% | -9%
[O-]/[N+](=C\C=C\c1ccccc1)c1ccccc1 | / | 3% | 1% | -2% | / | 5% | 5% | /
CC(=O)c1ccc(NS(=O)(=O)c2cccc(C)c2)cc1 | ? | -1% | -7% | -3% | 3% | 0% | 0% | 36%
